CSM14.1 death rescue: rescue of cells from ER stress-induced death, primary screen, 384-well, CSM14.1, thapsigargin, ATP luminescence (AID 1222); CSM14.1 thapsigargin-induced death rescue, ATP luminescence; higher % means a stronger effect; one-dose cellular ATP content (survival), % at 20 µM; EC50 in µM for titrated hits; 190,000 tested, under 10 active;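 active means EC50 below 50 µM in the dose-response confirmation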;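 further: death triggered by thapsigargin at about 15 µM added after 2 h compound pretreatment; cell ATP read after overnight thapsigargin exposure of roughly 18 to 22 hours; normalized against plate controls of thapsigargin alone and 5% DMSO vehicle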
LYP phosphatase: inhibitors of LYP phosphatase, biochemical, fluorescence intensity, uHTS (AID 1779). recombinant LYP phosphatase, fluorescence intensity; higher % means a stronger effect. inhibition, % at 11.5 µM, or IC50 in µM where a hit was titrated. 290,000 compounds, 0.054% hits;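 further: plate controls were vehicle with enzyme for no effect and no enzyme for full effect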
P. falciparum M1AAP: P. falciparum M1AAP inhibitors, biochemical, fluorogenic H-Leu-NHMec substrate, 1536-well (AID 1445); recombinant M1AAP, H-Leu-NHMec fluorogenic kinetic assay; higher % means a stronger effect; inhibition, % at 30 µM, or IC50 in µM where a hit was titrated; 220,000 compounds, 0.42% hits;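 active means primary inhibition above the hit cutoff, then over 50% inhibition at one or more dose response concentrations, cut at about 23% in these data, passing the limit was not always enough; inconclusive means conflicting primary data, or primary hits not chosen for dose response; inactive means low primary inhibition, or under 50% at every dose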;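 further: plate controls were DMSO full reaction for no effect and no enzyme background for full effect; strong numbers were not always called active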
PMI inhibitors: inhibitors of human PMI, primary screen, biochemical, fluorescence intensity, coupled assay (AID 1209); 190,000 compounds, 0.42% hits; purified PMI enzyme, coupled fluorescence intensity; higher % means a stronger effect; inhibition, % at 20 µM, or IC50 in µM where a hit was titrated;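 further: plate controls were DMSO vehicle for no effect and wells lacking substrate for full effect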
Myeloid diff 2: compounds promoting myeloid differentiation; ER-HoxA9 myeloid progenitors, lysozyme-GFP differentiation, flow cytometry; calls only at 10 µM; 360,000 compounds, 1% hits;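 active means normalized GFP-positive differentiation at or above the plate's own cutoff, the solvent-only control mean plus 3 SD; inconclusive means no clear call, values can overlap the other calls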;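 further: cells exposed to compound for four days before flow analysis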
XIAP displacement: XIAP antagonists, biochemical, IAP family, fluorescence polarization (AID 1018); one-dose displacement, % at 20 µM; IC50 in µM for titrated hits; 200,000 compounds, 0.007% hits; XIAP BIR domain, fluorescence polarization peptide displacement; higher % means a stronger effect; in the data active means displacement above about 50%; further: a part of the inactive calls stands beside numbers as strong as those of hits
M17LAP inhibition: P. falciparum M17LAP inhibitors, primary screen, biochemical, fluorogenic H-Leu-NHMec substrate, 1536-well (AID 1619) | recombinant M17LAP, H-Leu-NHMec fluorogenic kinetic assay; higher % means a stronger effect | inhibition, % at 30 µM, or IC50 in µM where a hit was titrated | 220,000 compounds, 0.38% hits;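 active means compound inhibiting the enzyme by more than half at any dose during confirmatory dose-response retesting; inconclusive means strong single-dose inhibitors picked by rank but not retested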;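 further: plate controls were full reaction with DMSO carrier for no effect and no enzyme background for full effect; strong numbers were not always called active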
human PMI inhibitors: MPI inhibition at elevated mannose 6-phosphate – biochemical, fluorescence intensity, high mannose 6-phosphate, primary screen (AID 1220). recombinant PMI enzyme, coupled fluorescence intensity; higher % means a stronger effect. inhibition, % at 20 µM; hits with a dose series show IC50 in µM. 190,000 compounds, 0.66% hits
TNAP activators: stimulation of alkaline phosphatase TNAP activity – biochemical, luminescent, no phosphate acceptor, uHTS, primary screen (AID 1001); activation fold at 20 µM; hits with a dose series show EC50 in µM; 200,000 compounds, 0.03% hits; purified TNAP, luminescent activation assay, no phosphate acceptor; higher activation fold means a stronger effect; in the data active means activation fold from about 3, or a potency from the dose series; inactive means the rest, 99 in 100 with activation fold below about 1.6; further: many of its hits are not listed in these tables
Myeloid diff 2 GFP+ MAC1+ %: further read-out of Myeloid diff 2, marked with its call; GFP+ MAC1+ double positive, %; measured here: differentiation confirmed by MAC1 staining
* marks the source's active call; other numbers are inactive results; & = joins results of further samples. Unless noted, no stated cut-off is given here; in the data, active means inhibition above about 50%; inactive means the rest.

Screening CCN(CC)c1ccc(NC(=O)COC(=O)CCC(=O)c2ccc(F)cc2)cc1 returned CSM14.1 death rescue -4.8%, LYP phosphatase -8%, P. falciparum M1AAP 1%, PMI inhibitors -2%, Myeloid diff 2 inactive, XIAP displacement -4.9%, M17LAP inhibition -7%, human PMI inhibitors -2%, TNAP activators 1 and Myeloid diff 2 GFP+ MAC1+ % 0.9.
For COc1ccc(CC(=O)Nc2ccc(C(=O)O)cc2NC(=O)Cc2ccc(OC)cc2)cc1 the results were CSM14.1 death rescue -0.9%, LYP phosphatase -8%, P. falciparum M1AAP 3%, PMI inhibitors -4%, Myeloid diff 2 inactive, XIAP displacement -1.7%, M17LAP inhibition 18%, human PMI inhibitors -3%, TNAP activators 1.1 and Myeloid diff 2 GFP+ MAC1+ % 0.6.
Cc1c(NC(C)c2cc(Cl)ccc2O)c(=O)n(-c2ccccc2)n1C (stereo not drawn) was read as CSM14.1 death rescue -0.9%, LYP phosphatase -6%, P. falciparum M1AAP 12%, PMI inhibitors 15%, Myeloid diff 2 inactive, XIAP displacement -2.7%, M17LAP inhibition 9%, human PMI inhibitors 10%, TNAP activators 1.1 and Myeloid diff 2 GFP+ MAC1+ % 0.6.
`COC(=O)c1sccc1NC(=O)Nc1ccc(Cl)c(Cl)c1` gave CSM14.1 death rescue -3.3%, LYP phosphatase -5%, P. falciparum M1AAP 6%, PMI inhibitors 7%, XIAP displacement -4.3%, M17LAP inhibition -5%, human PMI inhibitors 8% and TNAP activators 0.9.
`Cc1c(NC(=O)CSc2nc(-c3ccco3)cc(C(F)(F)F)n2)c(=O)n(-c2ccccc2)n1C` gave CSM14.1 death rescue -3.9%, LYP phosphatase 2%, P. falciparum M1AAP 20%, PMI inhibitors 3%, Myeloid diff 2 inactive, XIAP displacement 0.6%, M17LAP inhibition 26%, human PMI inhibitors -3%, TNAP activators 1.1 and Myeloid diff 2 GFP+ MAC1+ % 0.7.
Screening CCN(CC)CCCNC1=C(Cl)C(=O)c2ccccc2C1=O returned CSM14.1 death rescue -4.9%, LYP phosphatase -9%, P. falciparum M1AAP 5%, PMI inhibitors 18%, Myeloid diff 2 inconclusive, XIAP displacement -1.8%, M17LAP inhibition 10%, human PMI inhibitors 58%* and TNAP activators 0.9.
For Cc1ccc(S(=O)(=O)NC2=C(N3CCN(c4ccccc4F)CC3)C(=O)c3ccccc3C2=O)cc1 the results were CSM14.1 death rescue 1.3%, LYP phosphatase 0%, P. falciparum M1AAP 0%, PMI inhibitors -29%, Myeloid diff 2 inactive, XIAP displacement -3.8%, M17LAP inhibition -5%, human PMI inhibitors -22%, TNAP activators 0.9 and Myeloid diff 2 GFP+ MAC1+ % 0.4&0.8.
CCOC(=O)CCNCc1ccc(F)cc1 was read as CSM14.1 death rescue -0.9%, LYP phosphatase -1%, P. falciparum M1AAP -1%, PMI inhibitors -17%, Myeloid diff 2 inactive, XIAP displacement -2.0%, M17LAP inhibition 7%, human PMI inhibitors -12%, TNAP activators 1.1 and Myeloid diff 2 GFP+ MAC1+ % 0.2.
Screening Cn1nc(C(F)(F)F)c(-c2cccc(C(F)(F)F)c2)c1NC(=O)c1ccco1 returned LYP phosphatase 3%, P. falciparum M1AAP 3%, Myeloid diff 2 inactive, M17LAP inhibition 4% and Myeloid diff 2 GFP+ MAC1+ % 0.3.
For CCOCCOC(=O)c1ccc(-n2cncn2)nc1 the results were CSM14.1 death rescue -1.2%, LYP phosphatase -10%, P. falciparum M1AAP 14%, PMI inhibitors 1%, Myeloid diff 2 inactive, XIAP displacement -8.7%, M17LAP inhibition 7%, human PMI inhibitors -3%, TNAP activators 1.1 and Myeloid diff 2 GFP+ MAC1+ % 1.6.
Cc1ccc(S(=O)(=O)Nc2cc(C)c(O)cc2C)cc1 was read as CSM14.1 death rescue -1.7%, LYP phosphatase -2%, P. falciparum M1AAP 10%, PMI inhibitors -16%, Myeloid diff 2 inactive, XIAP displacement -14%, M17LAP inhibition 10%, human PMI inhibitors -9%, TNAP activators 0.9 and Myeloid diff 2 GFP+ MAC1+ % 0.2.
For O=C(OCC(=O)N1CCCc2ccccc21)c1ccc(Br)o1 the results were CSM14.1 death rescue 1.1%, LYP phosphatase -7%, P. falciparum M1AAP 5%, PMI inhibitors 4%, Myeloid diff 2 inactive, XIAP displacement -3.8%, M17LAP inhibition -2%, human PMI inhibitors 4%, TNAP activators 1.1 and Myeloid diff 2 GFP+ MAC1+ % 2.4.
O=C(c1cccc([N+](=O)[O-])c1)N1CCCN(C(=O)c2cccc([N+](=O)[O-])c2)CC1 was read as CSM14.1 death rescue -1.4%, LYP phosphatase 9%, P. falciparum M1AAP 0%, PMI inhibitors -14%, Myeloid diff 2 inactive, XIAP displacement -10%, M17LAP inhibition -7%, human PMI inhibitors -10%, TNAP activators 1.1 and Myeloid diff 2 GFP+ MAC1+ % 2.4.
`O=C(NN=C1C2CC3CC(C2)CC1C3)c1cccs1` gave CSM14.1 death rescue -2.1%, LYP phosphatase -1%, P. falciparum M1AAP 7%, PMI inhibitors 0%, Myeloid diff 2 inactive, XIAP displacement -3.1%, M17LAP inhibition -6%, human PMI inhibitors -6%, TNAP activators 1 and Myeloid diff 2 GFP+ MAC1+ % 0.8.
`CCOC(=O)NC(Nc1sc2c(c1C(=O)OC)CCN(C)C2)(C(F)(F)F)C(F)(F)F` gave CSM14.1 death rescue -0.7%, LYP phosphatase -2%, P. falciparum M1AAP 5%, PMI inhibitors -3%, Myeloid diff 2 inactive, XIAP displacement -2.5%, M17LAP inhibition 7%, human PMI inhibitors -6%, TNAP activators 1.2 and Myeloid diff 2 GFP+ MAC1+ % 0.8.
`Cc1ccc(NNC(=O)c2c(F)cccc2Cl)cc1C` gave LYP phosphatase -7%, P. falciparum M1AAP -7%, Myeloid diff 2 inactive, M17LAP inhibition 2% and Myeloid diff 2 GFP+ MAC1+ % 0.5.
COc1ccc(-c2coc3cc4oc(=O)c5ccccc5c4cc23)cc1F was read as CSM14.1 death rescue -1.3%, LYP phosphatase -1%, P. falciparum M1AAP -4%, PMI inhibitors 2%, Myeloid diff 2 inconclusive, XIAP displacement -5.6%, M17LAP inhibition -12%, human PMI inhibitors -2% and TNAP activators 1.
`Nc1nonc1-n1nnc(C(=O)O)c1-c1cccs1` gave LYP phosphatase 0%, P. falciparum M1AAP 4%, PMI inhibitors 10%, Myeloid diff 2 inactive, XIAP displacement -0.3%, M17LAP inhibition -3%, human PMI inhibitors 0%, TNAP activators 1.1 and Myeloid diff 2 GFP+ MAC1+ % 1.0.
COc1ccc(S(=O)(=O)N(C)c2ccc(C(=O)N3CCOCC3)cc2)cc1 was read as LYP phosphatase -4%, P. falciparum M1AAP -2%, PMI inhibitors 10%, Myeloid diff 2 inactive, XIAP displacement -6.8%, M17LAP inhibition 0%, human PMI inhibitors 4%, TNAP activators 1.1 and Myeloid diff 2 GFP+ MAC1+ % 1.0.
`COc1ccccc1/C=C1/SC(=O)N(CCC(=O)Nc2ccc(S(=O)(=O)Nc3nccs3)cc2)C1=O` gave CSM14.1 death rescue 6.9%, LYP phosphatase 2%, P. falciparum M1AAP 17%, PMI inhibitors 22%, Myeloid diff 2 inactive, XIAP displacement -6.6%, M17LAP inhibition 17%, human PMI inhibitors 16%, TNAP activators 1.1 and Myeloid diff 2 GFP+ MAC1+ % 0.5.
`O=C(NCCNc1nccc(C(F)(F)F)n1)c1cccs1` gave LYP phosphatase -4%, P. falciparum M1AAP 7%, Myeloid diff 2 inactive, M17LAP inhibition 4% and Myeloid diff 2 GFP+ MAC1+ % 0.4.
`COc1cc(C)c(Br)cc1S(=O)(=O)NCc1ccccc1` gave CSM14.1 death rescue 0.1%, LYP phosphatase -8%, P. falciparum M1AAP 10%, PMI inhibitors -5%, Myeloid diff 2 inactive, XIAP displacement -2.1%, M17LAP inhibition 2%, human PMI inhibitors 4%, TNAP activators 1 and Myeloid diff 2 GFP+ MAC1+ % 12.
For CCCCC1=CC2=C(c3ccco3)C(=O)C(C)(OC(=O)c3ccc(OC)cc3)C(=O)C2=CN1Cc1ccco1 (stereo not drawn) the results were LYP phosphatase -4%, P. falciparum M1AAP 5%, Myeloid diff 2 inactive, M17LAP inhibition 18% and Myeloid diff 2 GFP+ MAC1+ % 0.6.
`O=C(Nc1ccc(Cl)c(Cl)c1)c1ccncc1` gave CSM14.1 death rescue -2.3%, LYP phosphatase -4%, P. falciparum M1AAP 3%, PMI inhibitors 10%, Myeloid diff 2 inactive, XIAP displacement -2.9%, M17LAP inhibition -5%, human PMI inhibitors 2%, TNAP activators 1.1 and Myeloid diff 2 GFP+ MAC1+ % 2.1.
COc1ccc(N(CC(=O)NN=C2CCCC2)S(=O)(=O)c2ccccc2)cc1 was read as CSM14.1 death rescue 1.8%, LYP phosphatase 1%, P. falciparum M1AAP -2%, PMI inhibitors -4%, Myeloid diff 2 inactive, XIAP displacement -4.2%, M17LAP inhibition 0%, human PMI inhibitors -2%, TNAP activators 1.1 and Myeloid diff 2 GFP+ MAC1+ % 1.7.
FCCCOc1ccc(-c2nccc(-c3ccc(Cl)cc3)n2)cc1 was read as CSM14.1 death rescue -3.7%, LYP phosphatase -4%, P. falciparum M1AAP 3%, PMI inhibitors 10%, Myeloid diff 2 inactive, XIAP displacement -4.2%, M17LAP inhibition 4%, human PMI inhibitors 7%, TNAP activators 0.9 and Myeloid diff 2 GFP+ MAC1+ % 0.7.
Screening COC(=O)[C@@H]1CC[C@H](C)[C@@H](c2ccc(C)cc2)N1C(=O)c1ccc(/C=N/OCC[C@@H]2C=C[C@H](OC(C)=O)[C@@H](COC(C)=O)O2)cc1 returned CSM14.1 death rescue -1.4%, LYP phosphatase 4%, P. falciparum M1AAP 5%, PMI inhibitors 3%, XIAP displacement -9.0%, M17LAP inhibition -15%, human PMI inhibitors -1% and TNAP activators 1.1.
`COc1cc(OC)cc(C(=O)Oc2c(CN3CCOCC3)cc(Cl)c3cccnc23)c1` gave LYP phosphatase -1%, P. falciparum M1AAP 1%, Myeloid diff 2 inactive, M17LAP inhibition -2% and Myeloid diff 2 GFP+ MAC1+ % 0.4.
For Cc1ncsc1C(=O)NCc1ccc(N2CCCC2=O)cc1 the results were CSM14.1 death rescue -1.4%, LYP phosphatase -7%, P. falciparum M1AAP 10%, PMI inhibitors -10%, Myeloid diff 2 inactive, XIAP displacement -3.0%, M17LAP inhibition -13%, human PMI inhibitors -11%, TNAP activators 1.1 and Myeloid diff 2 GFP+ MAC1+ % 2.6.
`CCCc1nc(-c2cc3ccccc3[nH]c2=O)no1` gave LYP phosphatase -4%, P. falciparum M1AAP 9%, Myeloid diff 2 inactive, M17LAP inhibition -2% and Myeloid diff 2 GFP+ MAC1+ % 0.2.

Bioassay records as filed in PubChem.
